E coli growth: bacterial growth inhibition, counter-screen for AddAB inhibitors. E. coli V3065 growth, OD600 absorbance, 18 h. inhibition, % at 11.9 µM. hit rate 0.27% among 330,000. AID 449728;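 active means inhibition above the campaign's mean inhibition across all tested compounds plus 3 SD, cut at about 9.9% in these data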;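 further: uninfected addAB+ strain grown without phage in ampicillin broth; 0% = DMSO wells and 100% = ciprofloxacin 0.95 µg/ml wells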
OPRM1-OPRD1 ag: OPRM1-OPRD1 heterodimerization agonism; activation, % at 9.3 µM; P35372+P41143; cells, luminescence; hit rate 0.3% among 340,000; in the data active means activation above about 18%;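 further: 0% = vehicle-treated cells and 100% = reference agonist; values of inactives mirror those of a sister screen read the other way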
Target sequence (P35372 whole entry, looked up): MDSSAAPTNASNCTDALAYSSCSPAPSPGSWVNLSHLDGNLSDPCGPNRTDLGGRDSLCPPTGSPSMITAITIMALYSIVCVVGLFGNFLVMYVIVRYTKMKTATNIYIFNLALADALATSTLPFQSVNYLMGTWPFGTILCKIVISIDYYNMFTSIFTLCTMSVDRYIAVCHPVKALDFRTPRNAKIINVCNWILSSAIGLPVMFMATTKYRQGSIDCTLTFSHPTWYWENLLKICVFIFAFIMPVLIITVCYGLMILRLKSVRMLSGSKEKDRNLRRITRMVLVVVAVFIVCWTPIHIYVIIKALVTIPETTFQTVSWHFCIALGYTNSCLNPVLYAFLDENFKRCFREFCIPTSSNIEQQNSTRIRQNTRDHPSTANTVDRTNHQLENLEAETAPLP
Target sequence (P41143 whole entry, looked up): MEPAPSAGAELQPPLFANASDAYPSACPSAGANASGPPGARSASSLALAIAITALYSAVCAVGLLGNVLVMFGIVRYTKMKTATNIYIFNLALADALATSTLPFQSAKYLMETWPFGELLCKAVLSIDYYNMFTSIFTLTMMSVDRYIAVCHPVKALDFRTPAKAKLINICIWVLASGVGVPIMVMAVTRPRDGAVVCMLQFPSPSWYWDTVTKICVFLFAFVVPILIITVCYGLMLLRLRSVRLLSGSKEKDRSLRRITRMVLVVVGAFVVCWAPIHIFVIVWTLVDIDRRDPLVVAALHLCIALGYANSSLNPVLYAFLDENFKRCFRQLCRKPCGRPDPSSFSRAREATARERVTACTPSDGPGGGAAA
MOR-DOR inv ag: mu-delta opioid heterodimer inverse agonism. cell-based MOR-DOR heterodimer luminescence. inhibition, % at 9.3 µM. hit rate 0.21% among 340,000. AID 504357; in the data active means inhibition above about 22%, passing the limit was not always enough;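 further: 0% = cells with DMSO and 100% = wells without cells with DMSO; values of inactives mirror those of a sister screen read the other way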
PKA-R2B act: activates the human PKA-R2B holoenzyme complex | activation, % at 11.4 µM | hit rate 0.079% among 340,000 | PKA-R2B holoenzyme dissociation, Cy5-IP20 fluorescence polarization; R2B truncated from residue 108, S112A mutant; 0% DMSO only, 100% 113 µM cGMP | P22694+P31323;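 active means activation above a cutoff set at the mean over all compounds plus 3 SD, cut at about 18% in these data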;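 further: higher means more holoenzyme dissociation and a rise in polarization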
PKA-R1A activ: activators of PKA-R1A complex | P00514+P68181 | PKA-R1A dissociation, Cy5-IP20 fluorescence polarization; scaled: DMSO 0%, 113 µM cGMP 100% | activation, % at 11.4 µM | hit rate 0.083% among 340,000 | AID 504707;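 active means percent activation above the mean of all tested compounds plus 3 SD, cut at about 19% in these data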;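 further: higher means more PKAc released from R1A so a rise in polarization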
Tat transport: inhibitors of E. coli Tat protein transport; E. coli MC4100 TorA-mCherry Tat export, fluorescence; inhibition, % at 10 µM; hit rate 0.036% among 340,000;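 active means mean replicate inhibition at least 50% and at least half of replicates individually reaching 50%; inconclusive means only one of the two criteria met; inactive means neither criterion met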;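 further: exported cargo escapes ClpAP degradation while cytoplasmic cargo is degraded and loses fluorescence; 0% = median of neutral control wells and 100% = median of NaSCN control wells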
phage Ecoli inh: E. coli growth loss with phage present. growth absorbance. hit rate 0.26% among 360,000. inhibition, % at 11.9 µM; in the data active means inhibition above about 11%
AddAB inh: less growth of phage-infected E. coli with AddAB. E. coli expressing H. pylori AddAB, absorbance growth. inhibition, % at 11.9 µM. hit rate 0.29% among 330,000. AID 435030; in the data active means inhibition above about 12%;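 further: 0% = vehicle wells of infected cells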
HTR5A inv ag: HTR5A inverse agonism, opioid heterodimer counter-screen. P47898. HTR5A cell line, luminescence. inhibition, % at 9.3 µM. hit rate 0.083% among 340,000. AID 504634; in the data active means inhibition mostly above about 23%, no sharp cut-off; inactive means mostly below about 18%;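 further: 0% = cells with DMSO and 100% = no-cell wells with DMSO; some compounds called inactive have numbers as strong as hits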
Mot1-301 SUMO: inhibitors of SUMOylation pathway: yeast Mot1-301 growth rescue | S. cerevisiae Mot1-301 growth rescue, ATP luminescence, 38.5C; percent above DMSO median, 100 means doubled | growth rescue, % at 18.8 µM | hit rate 1% among 320,000 | AID 2716;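 active means every valid replicate shows activation above 250% relative to neutral control wells; inactive means the rest, any valid replicate at or below 250%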;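 further: OY570 slx delta 5 strain wells were the positive control but not used for scaling; some compounds called inactive have numbers as strong as hits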
PfHsp90 set2: reduces growth (ATP signal) of yeast expressing P. falciparum Hsp90 | hit rate 0.32% among 310,000 | AID 504621 | S. cerevisiae expressing PfHsp90, BacTiter-Glo ATP, 48 h; yeast lacking PDR1 and PDR3 efflux regulators | inhibition, % at 9.4 µM;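 active means every replicate shows inhibition above about 80%, whatever the replicate mean, limit read from the data; inconclusive means mean inhibition reaches the set limit but some replicate falls short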;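 further: 0% = DMSO neutral controls and 100% = 20 µM radicicol positive controls; yeast relying on Plasmodium falciparum Hsp90 in place of its own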
* marks the source's active call; other numbers are inactive results; ? = inconclusive; nt = not tested or not shown; + = active, no number.

Results follow in this order: phage Ecoli inh	PKA-R1A activ	PfHsp90 set2	MOR-DOR inv ag	HTR5A inv ag	AddAB inh	PKA-R2B act	Mot1-301 SUMO	E coli growth	OPRM1-OPRD1 ag	Tat transport
COc1ccc(N2CCN(CC(O)COc3ccccc3[N+](=O)[O-])CC2)cc1 (stereo not drawn)
 : 2.6	-2	21	-21	-1	0.0	-5	6	-2.3	2.9	-4
CC1CCCCN1CCCNC(=O)CN1C(=O)c2cccnc2Oc2ccc(Cl)cc21 (stereo not drawn)
 : 0.8	-6	-14	13	-25	-0.9	2	0	-0.3	-2.5	-8
O=C(COc1ccccc1Cl)NC(=O)NC1CCCCC1
 : 4.1	-20	nt	-12	5	-1.2	-6	8	-2.6	1.8	8
O=C(NCCCNCCCNC(=O)c1ccccn1)c1ccccn1
 : 0.9	5	0	2	-12	2.1	-8	-12	0.3	-0.3	-1
Cc1ccc(C)c(C(=O)COC(=O)Cn2c(C)csc2=O)c1
 : 1.4	-1	-10	11	-19	-0.3	4	-7	1.6	-2.1	1
CC(Oc1ccc2c3c(c(=O)oc2c1)CCCC3)C(=O)NCC(O)c1ccccc1 (stereo not drawn)
 : 2.0	-8	-8	-1	-11	0.4	-5	1	-0.4	0.2	1
c1ccc(C[n+]2cccc3c4ccccc4ccc32)cc1
 : 2.7	4	-9	-8	7	-1.4	-4	2	0.2	1.4	1
COc1cc(C(C)=O)cc(OC)c1O
 : 3.4	4	-2	4	9	nt	-7	nt	nt	-0.7	5
COc1cc2c(cc1OC)CN(CC(=O)Nc1cccc(C)c1)CC2
 : 3.4	-12	nt	9	2	1.7	-4	1	4.5	-1.6	5
COc1ccc(OC)c(Nc2nc(-c3ccc(O)c(O)c3)cs2)c1
 : nt	3	31	-18	-1	5.6	-3	11	4.0	4.0	-2
COCCCNC(=O)COc1cc(C)c(Cl)c(C)c1
 : 1.6	2	15	3	9	-0.4	-2	13	-1.6	-0.6	3
O=C(Nc1ccc(N2CCOCC2)c(S(=O)(=O)Nc2ccc(Cl)cc2)c1)c1ccc(=O)[nH]n1
 : -0.2	5	0	4	-5	-1.7	-1	16	1.9	-1.1	0
CC(C)CCN(C(=O)C1CSC2(C)CCC(=O)N12)c1c(N)n(Cc2ccccc2)c(=O)[nH]c1=O (stereo not drawn)
 : 1.0	-7	-9	10	11	0.2	3	-19	0.6	-1.5	9
O=C(Nc1ccc(S(=O)(=O)NC2=NCCCCC2)cc1)c1ccc([N+](=O)[O-])s1
 : 3.5	-13	1	-44	30	3.4	-1	118	4.4	6.6	-5
CN(C(=O)c1ccc2c(c1)OCO2)C1CCCCC1
 : -1.2	3	3	2	10	4.1	3	3	-2.4	-0.4	-5
CC(=O)Nc1ccc(S(=O)(=O)N(Cc2ccccc2)C(C)C)cc1
 : 3.1	-10	-133	-2	-20	-1.5	-5	10	-2.2	0.4	2
COc1cccc(CNC2CCCc3ccccc32)c1OC (stereo not drawn)
 : 3.8	-1	14	10	7	4.0	3	8	1.2	-1.8	4
COc1ccccc1CNC(=O)CN(c1ccc(C)cc1)S(=O)(=O)c1c(C)nn(C)c1C
 : 1.2	-13	-114	14	10	4.7	-4	4	0.8	-2.9	-1
CCOc1cc(C)c(C(C)C)cc1S(=O)(=O)N1CCN(C)CC1
 : 3.0	-16	8	9	9	-0.2	-3	-4	-2.6	-2.1	-1
Cc1ccc(S(=O)(=O)NNC(=O)c2snnc2C)cc1
 : 3.3	-2	9	-4	3	2.4	7	nt	-0.1	0.8	-2
CCn1c(=O)n(CC(=O)Nc2cccc(OC)c2)c(=O)c2ccccc21
 : 2.7	-1	20	-4	3	2.9	-4	11	3.1	0.7	-10
CCOC(CNC(=O)C(=O)Nc1cc2c3c(c1)CC(=O)N3CCC2)OCC
 : 0.2	-1	-21	9	10	2.2	-10	-2	-0.2	-1.9	-2
COc1ccccc1C(=O)Nc1ccc2c(c1)CN(C(=O)CSC)CC2
 : 1.7	2	15	5	22	-0.7	3	-14	-1.2	-1.0	-10
Cc1cc2cc3c(cc2nc1SCC(=O)OC(C)C)OCO3
 : 2.7	2	10	-37	17	nt	-14	nt	nt	6.3	23
O=C(CS(=O)(=O)c1cn(CC(=O)N2CCCC2)c2ccccc12)Nc1ccccc1F
 : -0.2	-2	-22	6	20	-0.1	-11	-9	-2.0	-1.1	-9
CCc1nnc(NC(=O)CSc2nc3c(c(=O)n2C)SC(C)C3)s1 (stereo not drawn)
 : 4.3	-1	6	7	6	4.0	0	-12	-2.0	-1.2	-13
O=C(CCC1CCN(Cc2ccccc2O)CC1)NC1CC1
 : 0.8	-9	-9	9	4	0.1	-4	9	0.9	-1.7	8
COc1ccc(CC2S/C(=N/N=C/c3ccc(O)cc3)NC2=O)cc1 (stereo not drawn)
 : 2.0	0	0	13	-10	4.3	8	0	1.4	-2.3	-4
COc1ccc(C(C)=O)cc1CSc1nc2cc(Cl)ccc2o1
 : 1.3	11	-16	5	9	1.9	-1	6	2.4	-0.8	-1
O=C(CCN1C(=O)C2CC=C(Cl)CC2C1=O)NC1CCCCC1 (stereo not drawn)
 : 0.1	-3	-8	7	13	0.9	-12	-7	-4.4	-1.3	3
CSc1cccc2sc(NC(=O)C3=COCCO3)nc12
 : 2.2	2	nt	7	-2	1.3	-7	-14	1.8	-1.0	0
O=C1NC(CCc2ccccc2)C(=O)N1Cc1ccc(Br)cc1 (stereo not drawn)
 : 2.2	-9	-3	-19	-5	-1.4	-7	8	0.6	3.8	0
CC(C)(C)C(=O)NC(=S)Nc1ccccc1C(N)=O
 : 0.8	3	-20	26	22	5.9	6	-17	1.2	-5.2	1
CC(=O)N1CCc2c(sc(NC(=O)CS(=O)(=O)c3ccc(F)cc3)c2C(N)=O)C1
 : 2.9	-7	nt	5	6	-0.4	-23	6	0.6	-0.9	-2
Nc1ccc(-c2cc(-c3ccc(N)cc3)nc(-c3ccccc3)n2)cc1
 : 0.2	-9	2	-5	6	0.1	-12	-5	-1.2	1.0	1
CC1CN(CCc2ccccc2)c2nc3c(c(=O)[nH]c(=O)n3C)n2C1 (stereo not drawn)
 : -0.2	-11	nt	14	29	2.4	-5	-5	1.3	-3.0	3
Cc1ccc(C)c(CSc2nnc(-c3cccnc3)n2N)c1
 : 2.7	8	nt	16	-2	1.0	-5	-12	-2.7	-3.4	-6
Cc1ccc2c(c1)N(CC(=O)NCCCN1CCCCC1)C(=O)c1cccnc1O2
 : 3.6	4	-10	-3	3	7.3	-2	-8	-1.4	0.6	-4
Nc1nonc1C(=O)N/N=C/c1ccc(-c2cccc([N+](=O)[O-])c2)o1
 : 4.1	-4	20	17	7	0.7	-6	1	-2.6	-3.1	-12
COc1ccc(Cl)cc1NC(=O)CN(C)C(C)C(=O)NC(=O)NC1CCCCC1 (stereo not drawn)
 : 4.5	-4	nt	0	14	1.7	-11	7	-0.6	0.1	8
O=C(NC1CCCC1)c1ccc(S(=O)(=O)N2CCOCC2)cc1
 : 2.2	-6	-14	2	-2	3.6	11	7	1.5	-0.5	1
Cc1oc(-c2cccc(Cl)c2)nc1CN1CCC(C(=O)NCc2ccco2)CC1
 : 2.4	-4	29	-3	16	-1.6	-1	-13	-1.2	0.5	0
CCOC(=O)CC(=O)CSc1nc2sc(C)cc2c(=O)n1Cc1ccco1
 : 2.3	-4	15	5	-6	2.0	-8	-8	2.1	-0.9	9
O=C(CC(=O)c1cccc([N+](=O)[O-])c1)Nc1ccccc1Cl
 : -0.1	6	7	4	-4	0.5	-11	511	0.4	-0.5	-3
O=C(O)c1cnn(-c2nc(-c3ccc(Cl)c(Cl)c3)cs2)c1C(F)(F)F
 : 1.4	6	?	-3	-3	-2.0	3	15	-2.1	0.7	3
Cc1nn(C)c(C(=O)N2CCN(C(=O)c3ccco3)CC2)c1Br
 : 4.5	-9	11	13	-5	3.1	4	17	2.0	-2.1	10
CC(Oc1cccc(Cl)c1)C(=O)N(C)CC(=O)Nc1ccc(N2CCOCC2)cc1 (stereo not drawn)
 : 4.4	-5	nt	1	7	-0.7	0	-3	1.9	-0.2	5
CC(C)Oc1cccc(C(=O)C2CCCN(C(=O)c3cc(C(F)(F)F)[nH]n3)C2)c1 (stereo not drawn)
 : 0.3	-1	-29	-15	-8	0.5	4	-1	-2.1	2.9	10
O=C(NC1CCCC1)c1cccc2c1C(=O)c1ccc(N3CCCCC3)cc1S2(=O)=O
 : 1.0	2	25	15	-30	2.0	-10	-3	1.6	-2.5	-5
COc1ccccc1-c1nnc(SCC(=O)NC2CCS(=O)(=O)C2)n1N (stereo not drawn)
 : 4.9	2	-1	14	-26	1.6	0	+	-2.2	-2.8	12

Next section
Results follow in this order: phage Ecoli inh	PKA-R1A activ	PfHsp90 set2	MOR-DOR inv ag	HTR5A inv ag	AddAB inh	PKA-R2B act	Mot1-301 SUMO	E coli growth	OPRM1-OPRD1 ag	Tat transport
COc1ccc(N(CC(=O)NC2CCCC2)C(=O)CCC(=O)Nc2cc(C)on2)cc1OC
 : -2.0	-3	24	17	6	2.5	6	28	0.1	-2.7	1
COc1ccccc1OCCN1CSC(=S)N(C)C1
 : 0.8	7	-102	0	18	5.0	2	+	-0.5	0.0	-30
O=C(c1ccc(S(=O)(=O)N2CCCC2)cc1)N1CCN(c2cccc(Cl)c2)CC1
 : -1.0	-6	-19	4	-4	0.2	7	-4	0.0	-0.8	-1
Cc1ccc(C(=O)COC(=O)[C@@H](NC(=O)c2ccco2)C(C)C)s1
 : 1.8	-5	-9	7	-11	0.1	-1	9	-1.7	-1.3	-12
CCOC(=O)c1cnc2ccc(OCC)cc2c1N1CCN(C)CC1
 : 4.5	3	nt	16	0	6.4	3	58	1.6	-3.2	-2
O=C(COC(=O)c1ccc([N+](=O)[O-])s1)c1ccc[nH]1
 : 2.8	0	-22	-3	14	12*	-4	516*	9.3	0.6	-9
O=C(O)CC1NC(=S)N(c2ccccc2)C1=O (stereo not drawn)
 : 1.6	-13	15	17	14	3.8	-6	-29	-0.2	-3.2	-10
CN(CC(=O)Nc1ccccc1Cl)C(=O)c1ccc(COc2ccccc2)cc1
 : 3.5	5	-4	1	13	-1.4	-8	222	1.6	-0.1	15
CC1CCN(C(=S)c2cccc(O)c2)CC1
 : 3.9	-2	-2	14	5	-0.7	-1	-5	1.7	-2.8	-5
O=C(COC(=O)C1(c2ccccc2F)CCCC1)N1CCNC1=O
 : 0.9	-8	-32	12	-10	nt	-1	nt	nt	-2.5	1
CCOC(=O)CNCCC(=O)c1ccc(Br)cc1
 : -0.2	-14	-4	-3	19	1.8	-13	114	0.3	0.4	-23
COc1ccc2nc(-c3ccc(F)cc3)sc2c1
 : -2.6	1	-16	-13	-21	1.3	13	18	-0.2	2.4	2
